Screening data (PubChem)
NOD1 inhibition – NOD1 signaling inhibitors, primary screen, cell-based, luminescence, uHTS (AID 1578) | actives 1% (n = 290,000) | inhibition, % at 4 µM; hits with a dose series show EC50 in µM | NOD1-driven NF-kB luciferase reporter cells, luminescence; higher % means a stronger effect; in the data active = inhibition mostly above about 36%, no sharp cut-off; inactive = mostly below about 34%;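 also: HEK-293T reporter cells stimulated with the NOD1 agonist gamma-tri-DAP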
NTR1 ag – NTR1-driven beta-arrestin-GFP spot formation – imaging, U2OS cells, high content, primary screen (AID 493036) | activation, % at 20 µM | actives 0.17% (n = 330,000) | agonist mode | P30989;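 active = activation at or above 40% of the spot to cytoplasm intensity ratio, with at least 20 cells analyzed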;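 also: 0% = DMSO without peptide and 100% = 100 nM NTR1 peptide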
Target sequence (P30989 whole entry, looked up): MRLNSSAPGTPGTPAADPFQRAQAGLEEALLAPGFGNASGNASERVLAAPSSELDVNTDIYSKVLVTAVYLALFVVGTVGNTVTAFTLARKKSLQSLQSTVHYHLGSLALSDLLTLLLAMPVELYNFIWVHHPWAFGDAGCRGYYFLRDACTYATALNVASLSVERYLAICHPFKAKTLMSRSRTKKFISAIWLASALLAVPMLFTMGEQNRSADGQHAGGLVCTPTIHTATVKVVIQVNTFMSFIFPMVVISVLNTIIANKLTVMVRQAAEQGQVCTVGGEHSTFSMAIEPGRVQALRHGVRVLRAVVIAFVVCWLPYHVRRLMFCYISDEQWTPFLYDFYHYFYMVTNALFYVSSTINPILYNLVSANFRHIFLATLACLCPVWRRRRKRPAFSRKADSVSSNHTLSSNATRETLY
GPR55 activation – selective activators of receptor GPR55 – imaging, U2OS cells, beta-arrestin-GFP redistribution, primary screen (AID 1961) | U2OS GPR55 beta-arrestin-GFP redistribution imaging; higher % means a stronger effect | activation, % at 10 µM; hits with a dose series show EC50 in µM | actives 0.048% (n = 290,000);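 active = activation above 40% with more than 50 cells counted in the well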;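 also: U2OS osteosarcoma cells stably expressing GPR55 and beta-arrestin-GFP; plate controls were DMSO negative control for no effect and LPI positive control for full effect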
KOR beta-arrestin-1 – KOR agonists, beta-arrestin recruitment, primary screen, cell-based, luminescence, uHTS (AID 1777) | activation, % at 10 µM, or EC50 in µM where a hit was titrated | KOR beta-arrestin recruitment, luminescence; higher % means a stronger effect | actives 0.02% (n = 280,000); in the data active = activation above about 50%, passing the limit was not always enough; also: a part of the inactive calls stands beside numbers as strong as those of hits
GPR55 antagonists – GPR55 antagonists blocking LPI-driven arrestin recruitment, primary screen, imaging, U2OS, beta-arrestin-GFP, LPI agonist (AID 2013) | U2OS GPR55 beta-arrestin-GFP translocation imaging, LPI antagonism; higher % means a stronger effect | inhibition, % at 10 µM, or IC50 in µM where a hit was titrated | actives 0.13% (n = 290,000);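 active = spots per cell inhibited over 60%, with over 100 cells counted and total cytoplasm intensity under 500,000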;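 also: U2OS cells stably carrying GPR55 and arrestin-GFP stimulated by 5 µM LPI near EC80; imaged beta-arrestin-GFP aggregate spots per cell after agonist stimulation; plate controls were LPI-stimulated DMSO wells for no effect and DMSO wells without LPI for full effect; some results filed as inactive read as strong as hits; confirmed hits need IC50 under 10 µM and bright autofluorescent wells are also inconclusive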
K1F lysis inhibition – protection from phage-mediated lysis, alamar blue read-out – E. coli UTI89, K1F phage, bacterial capsule biogenesis inhibitors (AID 488966) | E. coli UTI89 K1F phage lysis, alamar blue, 2 h; higher % means a stronger effect | inhibition, % at 100 µM; hits with a dose series show IC50 in µM | actives 0.02% (n = 340,000);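 active = phage lysis inhibition, versus mean bacterial control, above a set limit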;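 also: capsule biogenesis inhibitors block K1F phage lysis so surviving cells raise fluorescence; higher fluorescence means more inhibition of phage lysis; actives were called in the ten point dose series up to 300 µM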
GPR35 antagonists – inhibition of zaprinast-stimulated GPR35 beta-arrestin translocation – imaging, U2OS, beta-arrestin-GFP, zaprinast agonist, primary screen (AID 2058); actives 0.052% (n = 290,000); one-dose inhibition, % at 10 µM; IC50 in µM for titrated hits; U2OS GPR35 beta-arrestin-GFP translocation imaging, zaprinast antagonism; higher % means a stronger effect;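 active = inhibition of at least 50% with at least 30 cells and total cytoplasm GFP at most 10,000,000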
KOR beta-arrestin-2 – kappa opioid receptor blockers – cell-based, luminescence, uHTS (AID 1778) | KOR beta-arrestin recruitment, luminescence, antagonist mode; higher % means a stronger effect | one-dose inhibition, % at 10 µM; IC50 in µM for titrated hits | actives 0.091% (n = 290,000); in the data active = inhibition above about 50%; also: strong numbers were not always called active
MgcRacGAP inhibition – MgcRacGAP GTPase-activating activity inhibitors, confirmation, biochemical, ADP Hunter fluorescence; MgcRacGAP-stimulated Rac1 GTP hydrolysis, ADP Hunter fluorescence; higher % means a stronger effect; GST-tagged Rac1 F28L mutant substrate; inhibition, % at 30 µM; hits with a dose series show IC50 in µM; actives 0.6% (n = 340,000); AID 624330;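 active = first-screen hits whose inhibition reached a set limit at any dose in the follow-up dose series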;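 also: fluorescence reports GDP produced by GAP-driven GTP hydrolysis; strong numbers were not always called active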
NTR1 ag cell count 20 µM – second read-out of NTR1 ag, no call of its own (marks repeat the call); cell count; measured here: cell count, cytotoxicity flag
Active calls of the source: *; [ ] = dose if it differs, or a comment.

Sample of the layout (3 entries):
For CCC[n+]1c(C)sc2c3c(ccc21)CCCC3 the results were NOD1 inhibition -19%, NTR1 ag 1.6, GPR55 activation -0.1%, KOR beta-arrestin-1 -2.6%, GPR55 antagonists 3%, K1F lysis inhibition 0.3%, GPR35 antagonists -3%, KOR beta-arrestin-2 0%[20 µM], MgcRacGAP inhibition 18% and NTR1 ag cell count 20 µM 44.
Screening Cc1cc(C)n2cc(CSc3nc4ccccc4[nH]3)nc2n1 returned NOD1 inhibition -26%, NTR1 ag 2.7, GPR55 activation -0.5%, KOR beta-arrestin-1 0.7%, GPR55 antagonists -5%, K1F lysis inhibition 2.5%[50 µM], GPR35 antagonists -10%, KOR beta-arrestin-2 20%, MgcRacGAP inhibition 6% and NTR1 ag cell count 20 µM 66.
Screening COc1ccc(CN(CCC(c2ccco2)C(C)C)C(C)=O)cc1OC (stereo not given) returned NOD1 inhibition -5%, NTR1 ag -0.6, GPR55 activation 0.6%, KOR beta-arrestin-1 -0.2%, GPR55 antagonists 9%, K1F lysis inhibition -0.1%, GPR35 antagonists -2%, KOR beta-arrestin-2 20%, MgcRacGAP inhibition 11% and NTR1 ag cell count 20 µM 30.

The list itself (from the top)
For CCC[n+]1c(C)sc2c3c(ccc21)CCCC3 the results were NOD1 inhibition -19%, NTR1 ag 1.6, GPR55 activation -0.1%, KOR beta-arrestin-1 -2.6%, GPR55 antagonists 3%, K1F lysis inhibition 0.3%, GPR35 antagonists -3%, KOR beta-arrestin-2 0%[20 µM], MgcRacGAP inhibition 18% and NTR1 ag cell count 20 µM 44.
Screening Cc1cc(C)n2cc(CSc3nc4ccccc4[nH]3)nc2n1 returned NOD1 inhibition -26%, NTR1 ag 2.7, GPR55 activation -0.5%, KOR beta-arrestin-1 0.7%, GPR55 antagonists -5%, K1F lysis inhibition 2.5%[50 µM], GPR35 antagonists -10%, KOR beta-arrestin-2 20%, MgcRacGAP inhibition 6% and NTR1 ag cell count 20 µM 66.
Screening COc1ccc(CN(CCC(c2ccco2)C(C)C)C(C)=O)cc1OC (stereo not given) returned NOD1 inhibition -5%, NTR1 ag -0.6, GPR55 activation 0.6%, KOR beta-arrestin-1 -0.2%, GPR55 antagonists 9%, K1F lysis inhibition -0.1%, GPR35 antagonists -2%, KOR beta-arrestin-2 20%, MgcRacGAP inhibition 11% and NTR1 ag cell count 20 µM 30.
For Cc1ccc(-c2ccc(S(=O)(=O)NCc3ccco3)cc2)cc1 the results were NOD1 inhibition -2%, NTR1 ag 0.3, GPR55 activation 0.2%, KOR beta-arrestin-1 5.2%, GPR55 antagonists -4%, K1F lysis inhibition 0.4%, GPR35 antagonists -1%, KOR beta-arrestin-2 -27%, MgcRacGAP inhibition 5% and NTR1 ag cell count 20 µM 44.
`O=S(=O)(Cc1cc(NCc2ccccc2)nc(-c2ccncc2)n1)c1ccccc1` gave NOD1 inhibition -36%, NTR1 ag 4.9, GPR55 activation -0.3%, KOR beta-arrestin-1 2.1%, GPR55 antagonists -5%, K1F lysis inhibition -0.9%, GPR35 antagonists 4%, KOR beta-arrestin-2 -11%, MgcRacGAP inhibition 6% and NTR1 ag cell count 20 µM 82.
CN(Cc1nc2ccccc2n1C)S(=O)(=O)c1ccc(Cl)cc1 was read as NOD1 inhibition -11%, NTR1 ag 0.5, GPR55 activation -0.2%, KOR beta-arrestin-1 -2.2%, GPR55 antagonists 11%, K1F lysis inhibition -0.2%, GPR35 antagonists -10%, KOR beta-arrestin-2 25%, MgcRacGAP inhibition -7% and NTR1 ag cell count 20 µM 53.
Screening O=C(Nc1cccc(NC(=O)c2ccco2)c1)c1ccc([N+](=O)[O-])cc1 returned NOD1 inhibition -19%, NTR1 ag 0.2, GPR55 activation -0.6%, KOR beta-arrestin-1 24%, GPR55 antagonists 3%, K1F lysis inhibition 0.2%, GPR35 antagonists 1%, KOR beta-arrestin-2 -10%, MgcRacGAP inhibition 1% and NTR1 ag cell count 20 µM 62.
For COc1ccc(OCCCCn2c(CO)nc3ccccc32)cc1 the results were NOD1 inhibition -13%, NTR1 ag 0.3, GPR55 activation 0.2%, KOR beta-arrestin-1 9.6%, GPR55 antagonists -5%, K1F lysis inhibition 3.7%, GPR35 antagonists 8%, KOR beta-arrestin-2 -36%[20 µM], MgcRacGAP inhibition 12% and NTR1 ag cell count 20 µM 58.
Screening O=C(NC(=S)Nc1ccc(CN2CCOCC2)cc1)c1ccco1 returned NOD1 inhibition -11%, NTR1 ag -0.8, GPR55 activation -0.1%, KOR beta-arrestin-1 -1.9%, GPR55 antagonists 12%, K1F lysis inhibition 0.6%, GPR35 antagonists -7%, KOR beta-arrestin-2 8%, MgcRacGAP inhibition 9% and NTR1 ag cell count 20 µM 41.
For Nc1ccc(S(=O)(=O)Nc2ccc(Cl)nn2)cc1 the results were NOD1 inhibition -2%, NTR1 ag 0.8, GPR55 activation -0.2%, KOR beta-arrestin-1 -0.9%, GPR55 antagonists 10%, K1F lysis inhibition 0.2%, GPR35 antagonists -1%, KOR beta-arrestin-2 15%, MgcRacGAP inhibition 5% and NTR1 ag cell count 20 µM 56.
COc1ccc(OC)c(C(=O)CSc2nnc(-c3cccnc3)n2C)c1 was read as NOD1 inhibition -22%, NTR1 ag 0.9, GPR55 activation -0.1%, KOR beta-arrestin-1 3.8%, GPR55 antagonists -4%, K1F lysis inhibition -0.3%, GPR35 antagonists 11%, KOR beta-arrestin-2 3%, MgcRacGAP inhibition 7% and NTR1 ag cell count 20 µM 35.
Cc1ccc(S(=O)(=O)N2CCC(C(=O)N[C@@H](C)C(=O)NC3CCS(=O)(=O)C3)CC2)cc1 (stereo not given in full) was read as NOD1 inhibition -19%, NTR1 ag 3.6, GPR55 activation -0.1%, KOR beta-arrestin-1 -2.6%, GPR55 antagonists 8%, GPR35 antagonists -2%, KOR beta-arrestin-2 25% and NTR1 ag cell count 20 µM 37.
Nc1nc2nc(-c3ccc(F)cc3)cc(C(F)(F)F)n2n1 was read as NOD1 inhibition -7%, NTR1 ag -0.2, GPR55 activation -0.9%, KOR beta-arrestin-1 -5.8%, GPR55 antagonists -2%, K1F lysis inhibition 0.3%, GPR35 antagonists -2%, KOR beta-arrestin-2 4%, MgcRacGAP inhibition 9% and NTR1 ag cell count 20 µM 55.
Screening COc1ccccc1NC(=O)COc1ccc(C(=O)NC2CCCc3ccccc32)cc1OC (stereo not given) returned NOD1 inhibition -37%, NTR1 ag 2.0, GPR55 activation -0.3%, KOR beta-arrestin-1 9.7%, GPR55 antagonists -10%, K1F lysis inhibition -0.5%, GPR35 antagonists 4%, KOR beta-arrestin-2 -127%, MgcRacGAP inhibition 9% and NTR1 ag cell count 20 µM 36.
`NC(=O)c1ccccc1NC(=O)CN1CCN(Cc2ccc(Cl)cc2Cl)CC1` gave NOD1 inhibition -2%, NTR1 ag 1.0, GPR55 activation -0.2%, KOR beta-arrestin-1 4.1%, GPR55 antagonists 1%, K1F lysis inhibition -0.2%[50 µM], GPR35 antagonists 1%, KOR beta-arrestin-2 -8%, MgcRacGAP inhibition 7% and NTR1 ag cell count 20 µM 54.
`c1csc(Cn2nnnc2CN2CCN(c3nc4ccccc4s3)CC2)c1` gave NOD1 inhibition 13%, NTR1 ag 3.2, GPR55 activation 0.3%, KOR beta-arrestin-1 6.3%, GPR55 antagonists 14%, K1F lysis inhibition 1.0%, GPR35 antagonists -7%, KOR beta-arrestin-2 -10%, MgcRacGAP inhibition 5% and NTR1 ag cell count 20 µM 68.
`Cc1ccc(S(=O)(=O)N(C)CC(O)Cn2c3ccccc3c3ccccc32)cc1` (stereo not given) gave NOD1 inhibition -28%, NTR1 ag 12, GPR55 activation -0.3%, KOR beta-arrestin-1 -0.4%, GPR55 antagonists 10%, K1F lysis inhibition -0.3%, GPR35 antagonists 5%, KOR beta-arrestin-2 -18%, MgcRacGAP inhibition 13% and NTR1 ag cell count 20 µM 39.
For O=C(CSc1nc(Cc2ccccc2)nc2ccccc12)Nc1ccc2c(c1)OCCO2 the results were NOD1 inhibition -125%, NTR1 ag 8.0, GPR55 activation 0.2%, KOR beta-arrestin-1 2.7%, GPR55 antagonists 10%, K1F lysis inhibition -0.1%, GPR35 antagonists 2%, KOR beta-arrestin-2 9%, MgcRacGAP inhibition 5% and NTR1 ag cell count 20 µM 47.
For c1cc(C(c2nnnn2C2CCCC2)N2CCOCC2)ccn1 (stereo not given) the results were NOD1 inhibition -16%, NTR1 ag -0.6, GPR55 activation 0.2%, KOR beta-arrestin-1 2.2%, GPR55 antagonists 3%, K1F lysis inhibition 0.0%, GPR35 antagonists 0%, KOR beta-arrestin-2 15%, MgcRacGAP inhibition 4% and NTR1 ag cell count 20 µM 55.
Screening COc1cccc(NC(=O)CSc2nc3c([nH]c4ccccc43)c(=O)n2C)c1 returned NOD1 inhibition -40%, NTR1 ag 4.3, GPR55 activation -0.1%, KOR beta-arrestin-1 -5.3%, GPR55 antagonists 17%, K1F lysis inhibition 0.2%, GPR35 antagonists 6%, KOR beta-arrestin-2 22%, MgcRacGAP inhibition 14% and NTR1 ag cell count 20 µM 93.
CCc1cc(=O)[nH]c(-n2[nH]c(-c3ccccc3)cc2=O)n1 was read as NOD1 inhibition -26%, NTR1 ag 2.2, GPR55 activation 0.0%, KOR beta-arrestin-1 2.6%, GPR55 antagonists 8%, K1F lysis inhibition -0.1%, GPR35 antagonists 2%, KOR beta-arrestin-2 -30%, MgcRacGAP inhibition 6% and NTR1 ag cell count 20 µM 81.
C/C=C/C=N/NC(=O)CN(c1ccc(Br)cc1)S(=O)(=O)c1ccccc1 was read as NOD1 inhibition -11%, NTR1 ag 2.1, GPR55 activation -0.1%, KOR beta-arrestin-1 -1.4%, GPR55 antagonists 12%, K1F lysis inhibition 0.0%, GPR35 antagonists 6%, KOR beta-arrestin-2 18%, MgcRacGAP inhibition 6% and NTR1 ag cell count 20 µM 37.
`COc1ccc(-c2cc3ccccc3oc2=O)cc1NC(=S)NC(=O)c1ccc2c(c1)OCCO2` gave NOD1 inhibition -70%, NTR1 ag 7.2, GPR55 activation 15%, KOR beta-arrestin-1 8.2%, K1F lysis inhibition -0.9%, GPR35 antagonists 6%, KOR beta-arrestin-2 -100%, MgcRacGAP inhibition 17% and NTR1 ag cell count 20 µM 65.

Some of the compounds tested; rates above refer to the full screens.
